Compound activity from PubChem BioAssay.
mouse EphA4 binding – inhibitors of EphA4 binding to KYL peptide, primary screen, biochemical, colorimetric, mouse EphA4 (AID 689); inhibition, % at 10 µM, or IC50 in µM where a hit was titrated; EphA4-AP binding to KYL peptide, pNPP A405; higher % means a stronger effect; hit rate 0.1% among 62,000; in the data active = a potency from the dose series; inactive = the rest, 99 in 100 with inhibition below about 22%
* = called active by the depositor; & = joins results of further samples. These rows are one share of the data; the hit share may differ from the screen's.

The first seven entries as a preview:
mouse EphA4 binding	SMILES
-8%	Cc1nn(C)c(C)c1NC(=O)Nc1cccc(C(F)(F)F)c1
-5%	COc1cccc(C(c2c(O)nc(SC)n(C)c2=O)c2c(O)nc(SC)n(C)c2=O)c1
-8%	COc1ccc(OC)c(-c2cc(C(=O)Nc3cc(C)n(Cc4ccc(Cl)cc4)n3)no2)c1
-9%	Cc1ccc2c(c1)NC(=O)C(CC(=O)NCc1cccnc1)O2 (stereo unspecified)
4%	Cc1cc(C)c2nc(NC(=O)C3CCCO3)sc2c1 (stereo unspecified)
-4%	COc1c2ccoc2nc2c(OC)cccc12
-7%	Cn1c(SCc2nc(-c3ccccc3)no2)nnc1-c1ccco1

Results, from the start:
mouse EphA4 binding	SMILES
-8%	Cc1nn(C)c(C)c1NC(=O)Nc1cccc(C(F)(F)F)c1
-5%	COc1cccc(C(c2c(O)nc(SC)n(C)c2=O)c2c(O)nc(SC)n(C)c2=O)c1
-8%	COc1ccc(OC)c(-c2cc(C(=O)Nc3cc(C)n(Cc4ccc(Cl)cc4)n3)no2)c1
-9%	Cc1ccc2c(c1)NC(=O)C(CC(=O)NCc1cccnc1)O2 (stereo unspecified)
4%	Cc1cc(C)c2nc(NC(=O)C3CCCO3)sc2c1 (stereo unspecified)
-4%	COc1c2ccoc2nc2c(OC)cccc12
-7%	Cn1c(SCc2nc(-c3ccccc3)no2)nnc1-c1ccco1
0%	CSc1ncc(Cl)c(C(=O)Nc2sc3c(c2C(=O)NCc2ccco2)CCCC3)n1
-9%	O=C(Cn1c(=O)[nH]c2ccsc2c1=O)NC1CCCCC1
-11%	CCCN1CCN(C(=O)c2cccc3c2C(=O)N(CCOC)C3)CC1
-2%	COc1ccc(CC(=O)OCC(=O)Nc2ccc(Cl)cn2)cc1
0%	CCN(CC)S(=O)(=O)c1ccc2c(c1)nc(SCn1nnc3ccccc3c1=O)n2CC
4%	Cc1ccc(-c2cc(C(=O)Nc3nn[nH]n3)c3ccccc3n2)c(C)c1
-2%	COc1cccc(-c2cc(C(=O)N3CCN(C(c4ccccc4)c4ccccc4)CC3)no2)c1
-6%	COCC(C)NC(=O)c1cc(-c2ccccc2OC)on1 (stereo unspecified)
-5%	CCOC(=O)CSC1=C(C#N)C(c2ccc(Cl)cc2)CC(=O)N1 (stereo unspecified)
-4%	Cc1ccc(Cl)cc1NC(=O)C1CC(=O)N(c2ccc(F)cc2)C1 (stereo unspecified)
-7%	Cc1cc(C)nc(SCC(=O)N2CCOCC2)n1
-21%	O=C1C(C=NCCCN2CCOCC2)=C(O)c2ccccc21
-10%	Cc1cc(C(=O)OCC(=O)N(C)C2CCS(=O)(=O)C2)c(C)n1-c1ccccc1 (stereo unspecified)
10%	CCN1C(=O)/C(=C\c2ccc(OCCOc3cccc(OC)c3)cc2)SC1=S
3%	CC(C)CCNC(=O)CN(CC1CCCO1)C(=O)CCC(=O)Nc1nccs1 (stereo unspecified)
-6%	CN1CCc2c(c3c(n2C)CCN(C)[C@H]3c2ccccc2F)[C@@H]1c1ccccc1F
-22%	O=c1[nH]c2cc(Cl)cc(Cl)c2[nH]c1=O
8%	CCN1C(=O)/C(=C\c2cc(OC)ccc2OC)SC1=S
-4%	CSc1nccc(-c2nn(-c3ccc(C)cc3)ccc2=O)n1
0%	COc1cc2c(cc1NC(=O)c1cccc(I)c1)oc1ccccc12
-7%	Cc1[nH]nc(-c2ccc(OCc3cnn(-c4ccccc4)c3)cc2O)c1Oc1ccc(F)cc1
1%	O=C1c2cccnc2C(=O)N1c1ccccc1-c1ccccc1
-5%	N#Cc1c(-c2cccnc2)c2c([nH]c1=S)CCCC2
-10%	O=c1[nH][nH]c(-c2ccccc2)c1C=Nc1ccccc1Cl
-10%	C=CCNC(=O)C(=O)NCCN1CCOCC1
-7%	Cc1nn(-c2cccc(C(=O)O)c2)c(C)c1Oc1ccccc1O
-5%	CCOC(=O)C1=C(c2ccccc2)N=c2s/c(=C\c3cccnc3)c(=O)n2C1c1ccc(OC)c(OC)c1 (stereo unspecified)
12%	Cc1cc(C(=O)COC(=O)C2=COCCO2)c(C)n1-c1ccc2c(c1)OCO2
-33%	CC(C)OCCCNc1nc2c(c(=O)n(Cc3ccccc3F)c(=O)n2C)n1C
6%	Cc1oc(-c2ccccc2F)nc1CS(=O)CC(=O)NCc1ccc2c(c1)OCO2 (stereo unspecified)
-11%	COc1ccc(NC(=O)/C=C/c2ccccc2Cl)c([N+](=O)[O-])c1
-10%	Cc1ccc(Nc2cc(C)nc(N3CCOCC3)n2)cc1
-2%	COC(=O)c1ccc(NC(=O)c2ccc(F)cc2)o1
-7%	CCOc1ccc2[nH]c(=O)c(CN(Cc3ccc(F)cc3)C(=O)c3ccco3)cc2c1
-9%	Clc1ccc(Oc2nc(Oc3ccc(Cl)cc3)nc(N3CCOCC3)n2)cc1
8%	COc1ccc(C2NC3=C(CCCC3)C(C#N)(C#N)C2(C#N)C#N)cc1 (stereo unspecified)
-15%	CC1CCCN(Cc2cccc(Oc3ccccc3)c2)C1 (stereo unspecified)
-7%	Cc1ccccc1C(=O)Nc1cccc(NC(=S)NC(=O)c2cccs2)c1
8%	COc1ccc(N=c2oc3c(OC)cccc3cc2C(=O)NCc2ccco2)c(OC)c1
-13%	Cc1ccc(NC(=S)NCc2cccs2)c(C)c1
-30%	Cc1nn(CC(=O)NCc2ccc(OC(C)C)cc2)c(=O)c2cc3occc3n12
-5%	CC(C)(C)c1ccc(C(=O)c2c[nH]c(C(=O)NCc3ccco3)c2)cc1
7%	NC(=O)C(=O)Nc1cccc2ccccc12

In the list so far, these have two or more sulfur atoms.
mouse EphA4 binding	SMILES
-5%	COc1cccc(C(c2c(O)nc(SC)n(C)c2=O)c2c(O)nc(SC)n(C)c2=O)c1
0%	CSc1ncc(Cl)c(C(=O)Nc2sc3c(c2C(=O)NCc2ccco2)CCCC3)n1
0%	CCN(CC)S(=O)(=O)c1ccc2c(c1)nc(SCn1nnc3ccccc3c1=O)n2CC
10%	CCN1C(=O)/C(=C\c2ccc(OCCOc3cccc(OC)c3)cc2)SC1=S
8%	CCN1C(=O)/C(=C\c2cc(OC)ccc2OC)SC1=S
-7%	Cc1ccccc1C(=O)Nc1cccc(NC(=S)NC(=O)c2cccs2)c1
-13%	Cc1ccc(NC(=S)NCc2cccs2)c(C)c1

Later entries.
mouse EphA4 binding	SMILES
1%	Cc1ccc2nc(-c3ccc(N)cc3)cc(-c3ccccc3)c2c1
-7%	COc1ccccc1CNC(=O)COC(=O)c1n[nH]c2ccccc12
19%	CCCc1cc(N2CCN(c3ccccn3)CC2)n2nc(C)c(-c3ccccc3)c2n1
-5%	CCc1ccccc1N(CC(=O)N1CCN(c2ccc(F)cc2)CC1)S(C)(=O)=O
15%&-10%	COc1ccc(N2C(=O)C(Cl)=C(NCc3ccccc3)C2=O)cc1
-8%	CCOC(=O)Cn1c(CN(Cc2ccccc2)Cc2ccccc2)nc2c1c(=O)[nH]c(=O)n2C
-8%	CCCCn1cnc2c([nH]c3cc(OC)ccc32)c1=O
-9%	Cc1cc(C)nc(SCc2nnc(SCC#N)n2-c2cccc(Cl)c2)n1
-14%	COc1ccc(/C(O)=C2\C(=O)C(=O)N(c3cc(C)on3)C2c2cccc(OC)c2OC)cc1C (stereo unspecified)
0%	CC1CCCCN1C(=O)COC(=O)c1n[nH]c2ccccc12 (stereo unspecified)
2%	COc1ccc(Cc2nnc(NC(=O)CSc3ccc(C)cc3)s2)cc1OC
-11%	CC(=O)Nc1ccc(C(=O)Nc2ccc(Br)cc2F)cc1
-2%	Cc1c(/C=N/n2cnnc2)c2ccccc2n1CCOc1ccc(Cl)cc1
-7%	COc1ccc(C2CC3(CC(C)(C)NC(=O)N3)Oc3cc(O)ccc32)cc1 (stereo unspecified)
-13%	Cc1ccc(S(=O)(=O)c2c(N)n(Cc3ccco3)c3nc4ccccc4nc23)cc1
12%	CC(C)(C)NC(=O)CSc1ncccn1
2%	Cc1cc(C)n2nc(C(=O)OCCOc3ccc(F)cc3)nc2n1
2%	CCOC(=O)Nc1ccc2c(CN3C(=O)NC(CC)(CC)C3=O)cc(=O)oc2c1
3%	Cc1cc(NC(=O)c2c([N+](=O)[O-])cnn2C)no1
16%	CC(C(=O)NCc1ccco1)N1C(=O)c2ccccc2C1=O (stereo unspecified)
-27%	CN1C(=S)SC(C)(C)C1(C)NO (stereo unspecified)
-3%	CCOc1ccc(C(=O)Nc2ccc3nn(-c4ccc(OC)cc4)nc3c2)cc1Cl
-2%	COc1ccc(-c2cc(=O)n3[nH]c(-c4ccc(C)cc4)c(C)c3n2)cc1
-1%	N#CCSc1nnc(Cc2ccc3c(c2)OCO3)o1
-8%	Cc1ccc2nc(SCC(=O)Nc3ccc4c(c3)OCCO4)[nH]c2c1

Reformatted: 2 of the compounds above.
> Cc1cc(NC(=O)c2c([N+](=O)[O-])cnn2C)no1
  mouse EphA4 binding = 3%
> Cc1c(/C=N/n2cnnc2)c2ccccc2n1CCOc1ccc(Cl)cc1
  mouse EphA4 binding = -2%

The list goes on:
mouse EphA4 binding	SMILES
-14%	CS/C(N)=N/N=C/c1ccc([N+](=O)[O-])cc1
2%	COc1ccc(C(=O)Nc2c(N)nc(SCC(=O)N3CCC(C)CC3)[nH]c2=O)cc1OC
12%	CC(C)Oc1cccc(C(=O)Nc2ccc(Cl)cn2)c1
-7%	Cc1ccc(Oc2nnc(-c3ccccc3)c3ccccc23)cc1
-6%	O=C(Cc1ccccc1)N1CCN(C(=O)c2cccs2)CC1
1%	O=C(c1ccc(S(=O)(=O)Nc2ccccc2)cc1)N1CCOCC1
10%	Cn1c(SCC(=O)N2CCCC2)nc2ccccc2c1=O
-6%	COc1ccc(C2=NN(C)C(=NCc3ccccc3)SC2)cc1
-3%	CCOC(=O)c1cnc2cc(Cl)c(OC)cc2c1NCC1CCCO1 (stereo unspecified)
0%	O=C(Oc1c(Br)cc(C(=S)N2CCOCC2)cc1Br)c1ccc(Cl)cc1
-2%	CC(C)Sc1cc(N2CCCC2)nc(-c2ccccc2)n1
-14%	O=C(Cn1nc(C(F)F)cc1C(F)F)N/N=C/c1ccc2c(c1)OCO2
-7%	COc1ccc(C(=O)Nc2ncc([N+](=O)[O-])s2)cc1OC
-15%	CNC(=O)Nc1ccccc1F
-2%	CCc1ccc(N2CC(C)Cn3c2nc2c3c(=O)n(CCN3CCOCC3)c(=O)n2C)cc1 (stereo unspecified)
0%	O=C(c1cc2ccccc2o1)N1CCC(c2ccccc2)C1 (stereo unspecified)
-6%	O=C(c1cc2nc(-c3ccc(F)cc3)cc(C(F)(F)F)n2n1)N1CCOCC1
4%	CC1=C(C#N)c2nc(N)c(C#N)c(C)c2/C1=C\c1ccc(C)cc1
2%	COC(=O)c1cccc(NC(=O)CSc2nc3cccnc3n2C)c1
12%	CC(C)CC1(C(=O)O)NC(c2ccccc2O)C2C(=O)N(C(C)C)C(=O)C21 (stereo unspecified)
18%	O=C(Nc1ccccc1)C(Cc1ccccc1)NC(=O)C12CC3CC(CC(C3)C1)C2 (stereo unspecified)
-8%	CCOC(=O)c1c(CC(C)C)csc1NC=O
-6%	Cc1ccc(-c2c(C)n([O-])c3c([n+]2=O)CCCCC3)o1
-10%	COc1ccc(CCNC(=O)CCCCCN2C(=O)c3ccccc3C2=O)cc1
-4%	CCOc1ccc(C(CC(=O)c2ccccc2)Nc2ccc(Cl)cc2)cc1 (stereo unspecified)

Given as tab-separated lines: 4 of the compounds above.
smiles	mouse EphA4 binding
CCOc1ccc(C(CC(=O)c2ccccc2)Nc2ccc(Cl)cc2)cc1 (stereo unspecified)	-4%
Cc1ccc(-c2c(C)n([O-])c3c([n+]2=O)CCCCC3)o1	-6%
CNC(=O)Nc1ccccc1F	-15%
CC(C)Oc1cccc(C(=O)Nc2ccc(Cl)cn2)c1	12%

Carrying on:
mouse EphA4 binding	SMILES
-4%	COC(=O)c1cn(CCOc2ccc(C)cc2)c2ccccc12
1%	O=C(NC1CCCC1)NS(=O)(=O)c1ccccc1Cl
-19%	CC(=O)CSc1ncnc2c1oc1ccccc12
-8%	CC(=O)NC1(C(Cl)(Cl)Cl)Oc2ccccc2O1
-7%	CCOC(=O)C1CCN(C(=O)C2CCN(S(=O)(=O)N3CCCC3)CC2)CC1
10%	COn1c(C)c(C(C)=O)c2c3nonc3ccc21
-11%	O=C(Nc1ccc(N2CCOCC2)cc1)C1CCCN(S(=O)(=O)c2ccccc2)C1 (stereo unspecified)
-13%	CS(=O)(=O)N(CC(=O)N1CCOCC1)c1ccccc1Cl
